Compound activity as filed in PubChem.
V1aR counter: V1a receptor agonism, counter-screen for OXTR agonists; P37288; CHO-V1R cells, Fluo-8 calcium fluorescence, agonist mode; 0% DMSO, 100% 3 nM vasopressin; activation, % at 3 µM; 320,000 tested, 0.25% active;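 active means activation above the mean activation of all tested compounds plus 3 SD, per screening run, cut at about 20% in these data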;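 further: signal is peak over basal fluorescence ratio across a 100 second FLIPR read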
GalR3 antagonist: blocks the human galanin receptor 3. HEK293 GalR3-CNG cAMP membrane potential fluorescence; galR3 body fused to GalR1 C-terminus. inhibition, % at 3 µM. 360,000 tested, 0.44% active;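 active means inhibition above the screen-wide average plus 3 SD, cut at about 13% in these data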;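 further: forskolin and galanin both at EC90 stimulate the cells; cAMP rise reported by CNG channel membrane potential dye signal; 0% = forskolin plus galanin with DMSO and 100% = forskolin alone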
Target sequence (O60755 1-299 limits assumed): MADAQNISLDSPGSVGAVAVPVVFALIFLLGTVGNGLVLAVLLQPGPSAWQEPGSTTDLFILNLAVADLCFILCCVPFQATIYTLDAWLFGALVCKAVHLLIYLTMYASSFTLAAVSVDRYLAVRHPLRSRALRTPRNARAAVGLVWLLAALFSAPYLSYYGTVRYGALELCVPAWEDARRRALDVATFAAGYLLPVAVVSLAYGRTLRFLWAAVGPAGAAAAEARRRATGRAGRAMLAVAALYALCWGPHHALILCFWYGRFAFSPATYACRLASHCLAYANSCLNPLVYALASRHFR
GPR7 antagonist: human neuropeptides B/W receptor 1 antagonism; GPR7-expressing cells, fluorescence antagonist assay; inhibition, % at 4.4 µM; 290,000 tested, 1.1% active; AID 1861; in the data active means inhibition above about 16%, passing the limit was not always enough;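 further: cells stimulated with the agonist NPW; 0% = agonist with vehicle and 100% = vehicle without agonist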
MEKK3 PB1 HTS: modulators (inhibitors or enhancers) of MEK5 binding to human MEKK3 PB1 domain; Q99759; bead-based flow cytometry, Alexa488-MEK5 binding to MEKK3; actives lie on both sides; 0 = blocked by unlabeled MEK5, 100 = vehicle; binding response (% of control), % at 10 µM; 290,000 tested, 1.4% active; AID 1529;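 active means binding response more than 3 SD above or below the average of its plate-row segment, actives on both sides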;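 further: Alexa488 bead fluorescence after subtracting the streptavidin-only scavenger bead signal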
Target sequence (Q99759 whole entry, looked up, the tested form may be a part): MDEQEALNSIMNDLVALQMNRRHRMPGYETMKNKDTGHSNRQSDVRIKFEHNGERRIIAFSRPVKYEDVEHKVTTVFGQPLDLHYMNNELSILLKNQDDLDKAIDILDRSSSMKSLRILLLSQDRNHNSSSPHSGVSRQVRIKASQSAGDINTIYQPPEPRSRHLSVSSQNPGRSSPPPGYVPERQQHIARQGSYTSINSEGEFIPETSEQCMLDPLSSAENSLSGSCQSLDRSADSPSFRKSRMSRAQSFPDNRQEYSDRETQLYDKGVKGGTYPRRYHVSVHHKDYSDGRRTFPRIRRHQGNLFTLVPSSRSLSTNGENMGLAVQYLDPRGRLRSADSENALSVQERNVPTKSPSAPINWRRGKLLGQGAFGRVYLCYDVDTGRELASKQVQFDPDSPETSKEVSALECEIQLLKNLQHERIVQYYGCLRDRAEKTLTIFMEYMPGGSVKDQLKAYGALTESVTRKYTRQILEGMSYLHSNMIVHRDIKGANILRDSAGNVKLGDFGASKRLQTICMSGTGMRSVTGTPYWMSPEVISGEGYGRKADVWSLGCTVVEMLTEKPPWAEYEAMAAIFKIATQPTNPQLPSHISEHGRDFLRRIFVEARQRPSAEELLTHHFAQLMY
MEKK2mut PB1 HTS: signal of MEK5 binding to mutant human MEKK2 PB1 domain | bead flow cytometry, Alexa488-MEK5 binding to MEKK2 mutant | percent response, % at 10 µM | 290,000 tested, 0.35% active | AID 1530; in the data active means percent response above about 24%, passing the limit was not always enough; further: inactives centre near 1; some results filed as inactive read as strong as hits; reference of the scale not given here
OXTR ag: human OXTR agonism; P30559; activation, % at 3 µM; CHO-OTR cells, Fluo-8 calcium fluorescence; normalized: DMSO 0%, oxytocin 100%; 320,000 tested, 0.32% active;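 active means activation above the mean of all tested compounds plus 3 SD, cutoff set per screening run, cut at about 20% in these data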;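 further: peak over basal fluorescence ratio from a 100 s FLIPR kinetic read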
PHOSPHO1 inh: blocks human PHOSPHO1 phosphatase activity | Q8TCT1 | recombinant PHOSPHO1, absorbance phosphatase assay | inhibition, % at 13.3 µM | 290,000 tested, 1.1% active; in the data active means inhibition above about 60%
NALP1 yeast inh: NALP1 inhibition. S. cerevisiae NALP1/ASC/caspase-1 growth, X-gal OD620, 72 h. inhibition, % at 10 µM. 280,000 tested, 0.61% active; in the data active means inhibition mostly above about 24%, no sharp cut-off; inactive means mostly below about 32%; further: some compounds called inactive have numbers as strong as hits
MEKK2wt PB1 HTS: raises or lowers MEK5 binding to wildtype human MEKK2 PB1 domain; Q9Y2U5; bead flow cytometry, Alexa488-MEK5 binding to MEKK2 WT; actives lie on both sides; binding response (% of control), % at 10 µM; 290,000 tested, 1.1% active; AID 1531; in the data active means binding response below about 67% or above about 130%
* = called active by the depositor; · = no result given; [ ] = another dose, or the depositor's remark.

compound,V1aR counter,GalR3 antagonist,GPR7 antagonist,MEKK3 PB1 HTS,MEKK2mut PB1 HTS,OXTR ag,PHOSPHO1 inh,NALP1 yeast inh,MEKK2wt PB1 HTS
COc1ccc(C(C)C)cc1S(=O)(=O)N1CCC(C(=O)NCc2cccnc2)CC1,-0.3,6,-9,101,3,0.6,35,19,100
COc1ccc2[nH]c(C)c(C(=O)CN3CC(C)OC(C)C3)c2c1 (configuration not stated),1.0,3,5,·,·,2.1,18,-2,·
COc1cccc(CNC(=O)c2ccccc2N)c1,0.3,-2,-1,112,13,-0.2,-7,-7,113
Cc1ccc(/C=C/C(=O)O)cc1S(=O)(=O)NC1CCS(=O)(=O)C1 (configuration not stated),0.3,9,-10,108,-2,-0.1,41,10,103
CC1CCCN(S(=O)(=O)c2cccc(-c3cn4cccnc4n3)c2)C1 (configuration not stated),0.6,1,-6,·,·,-0.5,3,-8,·
O=C(c1ccc(Cl)cc1)N1CCC(C(=O)N2CCCc3ccccc32)CC1,1.3,0,2,105,7,2.2,-2,16,108
Cc1nc(Sc2cccn2C)c(C(F)(F)F)c(=O)[nH]1,2.1,7,4,100,-2,4.0,15,0,100
COc1ccc(/C=C2\C(=O)NC(=S)N2C(=O)c2ccc(C)cc2)cc1,2.6,-2,4,98,-1,0.4,-5,20,95
Cc1ccc(N/C=C2\C(=O)N(c3ccc(F)cc3F)C(c3cccnc3)S2(=O)=O)cc1 (configuration not stated),2.2,1,-13,131*,27,-0.9,23,·,113
CN(C)C=NC1=NN(c2cccc(C(F)(F)F)c2)CC1,1.1,-3,-16,71,-22,0.1,97*,35,88
CN(Cc1nc2ccc(F)cc2[nH]1)Cc1nc(CC2CC2)no1,0.1,-5,-1,103,-4,0.9,16,5,91
O=C(C1CCN(S(=O)(=O)c2cnc[nH]2)CC1)N1CCc2ccccc2C1,0.8,-5,1,98,4,0.2,24,-4,100
COc1ccccc1NC(=O)C(C(C)C)N1C(=O)c2ccccc2C1=O (configuration not stated),-0.7,-8,-3,113,8,-2.4,8,20,118
COc1ccc(Cl)cc1NC(=S)NCCSc1ccc(C)cc1,-0.5,-3,-5,102,9,-0.1,6,-17,122
O=c1oc(-c2ccco2)nc2ccccc12,0.8,-1,-6,102,6,0.6,-25,-1,103
Cc1cc2ccccc2c(=O)[nH]1,0.5,-1,4,109,9,-0.7,10,-5,113
CC1CCCCN1S(=O)(=O)c1ccc(C(=O)Nc2nnc(-c3ccccn3)o2)cc1 (configuration not stated),0.5,1,-12,93,-10,-1.2,5,23,91
COc1ccc(-c2cc(C(F)(F)F)nc(SCC(=O)N(C)Cc3cnn(C)c3C)n2)cc1OC,1.4,1,-10,87,-2,-1.4,-27,-5,92
O=C(Nc1nc(-c2ccc3ccccc3c2)cs1)C1CCN(S(=O)(=O)c2cccs2)CC1,0.3,7,8,95,-3,-0.8,7,38,96
Cn1c(=O)n(C)c2cc(S(=O)(=O)NCCOCCO)ccc21,1.6,-1,-1,2.0*[inhibitor],-27,0.8,17,-8,-1.0*[inhibitor]
COc1ccc(N2CCN(CC(O)COc3ccccc3[N+](=O)[O-])CC2)cc1 (configuration not stated),1.5,-7,-4,104,4,0.2,-8,21,106
CCOC(=O)c1[nH]c2c(c1-c1ccccc1)C(=O)CC(c1ccc(OCC)cc1)C2 (configuration not stated),-1.1,1,6,105,-3,-1.6,-11,24,99
CCOC(=O)c1cnc(-n2nc(C)cc2C)nc1NC1CCCC1,1.7,-6,12,100,-1,0.3,16,19,104
O=C(COc1ncnc2cc(Cl)ccc12)c1ccccc1,0.1,-6,1,68,-35,-1.2,27,·,74
Cc1ccc(C(=O)N/C(=C\c2ccc([N+](=O)[O-])cc2)C(=O)NCCc2ccccc2)cc1,-0.5,-4,-6,100,2,-0.4,-1,-12,101
O=C(Nc1ccncc1)c1cn(-c2ccccc2)nc1-c1cccs1,4.3,-6,15,·,·,3.8,10,10,·
Cc1cc(/C=C2\SC(=Nc3ccc(F)cc3)NC2=O)c(C)n1-c1ccc(S(N)(=O)=O)cc1,-0.5,2,-4,99,0,-0.8,-18,-9,91
CCCCNC(=O)c1cc2c(C)cc(C)cc2[nH]1,-2.2,4,-6,98,-4,-2.6,28,·,88
CCn1ccnc1CN(C)Cc1nc(Cc2cccc(C(F)(F)F)c2)no1,3.0,-4,0,71,-12,0.7,30,-6,86
CCC1CCCCN1Cc1nc2c(c(=O)n(C)c(=O)n2C)n1CCC(C)C (configuration not stated),-0.9,·,-8,115,4,-1.6,12,·,111
CCOc1ccc(Cl)cc1/C=N/NC(=O)c1ccccc1,0.0,-6,-6,101,1,-1.3,9,23,98
CCOn1c(=O)c(=O)n(OC)c2ccccc21,0.3,-1,-12,99,1,-0.1,32,·,100
CC(=O)N1c2ccc(S(=O)(=O)NCCC(=O)Nc3ncccc3C)cc2CC1C (configuration not stated),-0.3,-7,-9,96,0,0.3,53,4,98
CC1C[N+](=C2C=C(N3CCOCC3)CC(C)(C)C2)CC(C)O1 (configuration not stated),0.1,-4,-2,101,5,0.0,-12,·,104
COc1ccc(C(=O)CC(=O)C(=O)Nc2ccc(OC)c(Cl)c2)cc1,0.6,-9,-1,100,-3,-0.4,18,4,99
CCOC(=O)c1cc(CC)sc1NC(=O)COC(=O)C1CCC1,0.4,-5,-17,103,6,-1.8,5,33,103
O=C(CNC(=O)c1ccccn1)N=Nc1c(O)[nH]c2ccccc12,0.7,-8,-12,100,0,1.0,22,-14,101
CC(C)N1CCN(Cc2ccccc2-c2ccco2)CC1CCO (configuration not stated),0.4,-1,2,104,-4,0.1,31,-5,99
N#CCCn1cc(/C=N/O)c(-c2ccc(Cl)cc2)n1,0.9,-5,4,99,1,0.6,52,10,98
CCOc1ccc(C(=O)NCCN2CCCCC2)c(OCC)c1,0.5,-6,-11,104,4,-1.1,·,·,127
Cc1ncc(CN2CCC(n3nccc3NC(=O)c3ccccc3)CC2)s1,0.2,0,-9,102,5,0.3,48,1,102
COc1ccc(CN(CC2CCC(C(=O)O)CC2)C(=S)Nc2cccc(C)c2)cc1 (configuration not stated),0.0,-7,-8,100,-6,0.5,28,-6,94
Cc1ccc(OCC(=O)N2CCN(C(=O)c3cccc(F)c3)CC2)cc1,0.1,3,-8,102,1,-0.1,16,-10,99
O=Nc1c(O)n(Cc2ccc(Cl)cc2)c2ccccc12,-1.2,-3,8,101,-5,-2.2,50,5,89
OCCN1CCN(C(=S)c2ccc(-c3ccccc3)cc2)CC1,2.4,-8,-1,99,-3,3.2,71*,-8,100
Nc1nc(SCC(=O)Nc2ccccc2)[nH]c(=O)c1-c1ccccc1,-1.0,-8,-7,99,2,-0.2,-2,-8,101
CCOc1cc(/C=N/NC(=O)c2ccncc2)ccc1OC(=O)c1ccccc1,2.2,0,8,103,5,0.5,-20,16,105
CCc1nc2oc3ccccc3c(=O)c2c(=O)n1Cc1ccccc1,-0.2,-5,8,96,-2,-0.1,12,7,94
Cc1ccc(-c2ccccc2)n1-c1ccc(C(=O)O)cc1,2.9,-7,9,88,1,2.9,0,16,103
COc1ccc(-n2cnnc2SCC(=O)Nc2cc(C)on2)cc1,-0.3,-4,2,103,-1,0.5,36,-2,99

No new results follow: 3 of the compounds above.
compound,V1aR counter,GalR3 antagonist,GPR7 antagonist,MEKK3 PB1 HTS,MEKK2mut PB1 HTS,OXTR ag,PHOSPHO1 inh,NALP1 yeast inh,MEKK2wt PB1 HTS
CCc1nc2oc3ccccc3c(=O)c2c(=O)n1Cc1ccccc1,-0.2,-5,8,96,-2,-0.1,12,7,94
Cc1ccc(-c2ccccc2)n1-c1ccc(C(=O)O)cc1,2.9,-7,9,88,1,2.9,0,16,103
COc1ccc(-n2cnnc2SCC(=O)Nc2cc(C)on2)cc1,-0.3,-4,2,103,-1,0.5,36,-2,99

Following part.
compound,V1aR counter,GalR3 antagonist,GPR7 antagonist,MEKK3 PB1 HTS,MEKK2mut PB1 HTS,OXTR ag,PHOSPHO1 inh,NALP1 yeast inh,MEKK2wt PB1 HTS
CC(C)CCSc1nc2ccccc2[nH]1,-0.6,-2,-15,104,-1,-2.1,28,28,96
CC(=N)c1c(O)c2ccccc2oc1=O,0.3,-5,-15,103,12,0.6,42,·,104
CCC(=O)NC(c1cccs1)c1cc([N+](=O)[O-])c2cccnc2c1O (configuration not stated),-0.8,-3,-2,128*,0,-2.4,-9,-9,110
O=C(CSc1n[nH]c(C2CCCC2)n1)NC1CCCC1,1.2,1,-15,92,-5,0.4,7,12,97
O=C(Nc1cccs1)N1CCN(c2ncccn2)CC1,0.8,-7,5,97,4,1.2,42,-6,103
Cc1ccccc1C(=O)N1CCC(C(=O)Nc2ccccc2Cl)CC1,1.5,-2,-5,103,1,0.4,18,1,104
CC1(C)[C@H]2CC[C@]1(C)[C@@H](OC(=O)C[N+]1(C)CCOCC1)C2,0.3,-1,-25,94,-8,0.8,-10,24,95
CCOC(=O)N1CCN(C(=O)CSCc2ccc(Cl)cc2)CC1,0.1,-3,-2,94,3,0.3,-10,2,97
CCC(=O)N1CCc2cc(S(=O)(=O)NC(C(=O)N3CCc4ccccc4C3)C(C)C)ccc21 (configuration not stated),0.7,3,-15,102,0,-1.1,1,4,101
CCOC(=O)c1nnn(CC(=O)Nc2cccc(Cl)c2C)c1C(=O)OCC,0.8,1,-9,102,1,1.3,5,2,100
Cc1ccc(C(C)NC(=O)Cn2nc(C)c([N+](=O)[O-])c2C)cc1 (configuration not stated),1.9,1,-2,103,24,2.6,-10,18,103
CC(C)Cn1c(N)c(C(=O)CSc2nc3ccccc3n2C)c(=O)n(C)c1=O,0.3,-8,-14,104,5,1.5,-23,-1,102
C=CCOc1ccc(/C=C2\N=C(C)OC2=O)cc1OC,1.0,-2,-6,61*[inhibitor],-6,-0.2,19,·,53*[inhibitor]
O=C(C1=C[C@H](c2ccc(C(F)(F)F)cc2)C[C@H](OCCCCO)O1)N1CCN(Cc2ccccc2)CC1,0.5,-5,-3,99,-4,0.8,32,-2,96
Cc1cc(C(=O)CSc2nc(N)cc(=O)[nH]2)c(C)n1CCc1ccc(F)cc1,1.9,-4,0,96,-2,0.1,32,-5,97
CCc1sc(C(=O)N2CCN(S(C)(=O)=O)CC2)cc1Br,-0.3,·,-4,104,1,0.1,14,27,96
COc1ccc(CN=Cc2[nH]c3ccc(Br)c(Cl)c3c2O)cc1,0.5,-2,10,·,·,3.0,-30,31,·
C=CCn1cc(C(=O)OC)c(=O)c2cc(S(=O)(=O)N3CCC(C)CC3)ccc21,-0.1,-2,-16,103,9,-1.1,·,·,102
CC1(C)Cc2c(c(N3CCOCC3)nc3sc4c(NCC5CCCO5)nnnc4c23)CS1 (configuration not stated),-0.9,4,-8,90,-19,-1.2,-13,5,86
COC(=O)[C@H](C)NC(=O)Nc1ccccc1C(F)(F)F,0.3,-4,-11,107,4,1.6,21,-11,106
Cc1ccc(NC(=S)NCCc2ccccc2)c(C)c1,-0.7,-6,3,100,0,-1.5,-2,7,102
C=CCNC(=O)COc1ccc(S(=O)(=O)N2CCCC2)cc1,0.4,0,10,99,-4,1.5,37,-2,101
CCn1c(SCC(=O)NCC2CCCO2)nnc1-c1ccc(S(=O)(=O)N2CCN(C)CC2)cc1 (configuration not stated),1.0,6,6,100,-1,0.3,52,15,103
